# High-throughput results from PubChem.
# 12-LOX inh: Primary qHTS assay for inhibitors of human arachidonate 12S-lipoxygenase (ALOX12): Round 2 | purified 12hLO, xylenol orange hydroperoxide absorbance | Potency, µM (top dose mostly 108 µM), without a hit: at the top dose activity change, negative = inhibition, most hits filed as inhibitors | 580,000 compounds, 1.1% hits; also: % is scaled to controls: 0 for no effect and ±100 for the full control effect
# Target sequence (P18054 whole entry, looked up): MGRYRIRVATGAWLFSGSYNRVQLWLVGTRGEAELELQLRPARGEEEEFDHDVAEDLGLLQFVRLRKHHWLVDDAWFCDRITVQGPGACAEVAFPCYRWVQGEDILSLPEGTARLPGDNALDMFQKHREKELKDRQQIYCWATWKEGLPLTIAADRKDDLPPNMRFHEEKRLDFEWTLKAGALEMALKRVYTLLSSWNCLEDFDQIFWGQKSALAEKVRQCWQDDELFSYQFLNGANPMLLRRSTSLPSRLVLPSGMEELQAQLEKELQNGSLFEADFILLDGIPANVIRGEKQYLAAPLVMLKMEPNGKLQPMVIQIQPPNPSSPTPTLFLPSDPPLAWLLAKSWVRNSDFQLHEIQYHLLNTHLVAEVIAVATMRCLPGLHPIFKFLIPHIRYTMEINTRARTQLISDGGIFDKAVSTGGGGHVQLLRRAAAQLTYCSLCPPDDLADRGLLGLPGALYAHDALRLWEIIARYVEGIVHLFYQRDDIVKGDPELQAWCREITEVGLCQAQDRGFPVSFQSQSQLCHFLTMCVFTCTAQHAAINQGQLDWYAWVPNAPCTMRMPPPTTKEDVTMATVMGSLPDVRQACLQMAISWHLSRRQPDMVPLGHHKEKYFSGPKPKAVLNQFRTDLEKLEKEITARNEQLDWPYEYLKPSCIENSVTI
#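 Purified human 12hLO (150 nM final) in 25 mM Hepes, 0.01% Triton X-100, pH 7.0 was preincubated 15 min at room temperature with compound. Then 40 uM arachidonic acid was added, 30 min. Hydroperoxide was read by Fe-XO absorbance ratio 573/405 nm.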
# GLS inh: qHTS for Inhibitors of Glutaminase (GLS). GLS enzymatic activity, qHTS titration. AID 624170, 2012. 410,000 compounds, 0.21% hits. Potency, µM (doses to about 45.5 µM), for the others: at the top dose activity change, negative = inhibition, hits mostly inhibitors. Glutaminase kidney isoform, mitochondrial (Homo sapiens), O94925; also: % is scaled to controls: 0 for no effect and ±100 for the full control effect
#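 Glutamate formation by hKGA was monitored fluorometrically using coupled glutamate oxidase, HRP and Amplex Red. Substrate was added as 1 mM L-glutamine solution; incubation was 30 min at RT after an initial read.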
# Pin1 inh: qHTS Assay to Find Inhibitors of Pin1; Peptidyl-prolyl cis-trans isomerase NIMA-interacting 1 (Homo sapiens), Q13526; Pin1 FP peptide displacement, HiFluor488, 10 min; Potency, µM (highest dose often 115 µM), inactives show at the highest dose activity, negative = inhibition, most hits filed as inhibitors; 390,000 compounds, 0.009% hits; active = well fitted inhibition curve with a large enough effect in the polarisation, with a control signal flat, not every such curve was filed as active; inconclusive = small, poorly fitted or top-dose-only effect, or effect the other way, or a change in a side signal; inactive = no such curve, though single readings can be large or run the other way; the % refers to the polarisation; also: % is scaled to controls: 0 for no effect and ±100 for the full control effect
# Target sequence (Q13526 whole entry, looked up): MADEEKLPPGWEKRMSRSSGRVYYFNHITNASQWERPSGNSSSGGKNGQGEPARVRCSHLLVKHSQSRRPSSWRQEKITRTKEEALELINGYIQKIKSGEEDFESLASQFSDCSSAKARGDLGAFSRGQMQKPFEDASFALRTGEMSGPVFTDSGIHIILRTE
# Tb PGK inh: qHTS Assay to Find Inhibitors of Phosphoglycerate Kinase; Phosphoglycerate kinase, glycosomal (Trypanosoma brucei brucei), P07378; PGK/GAPDH coupled, Kinase-Glo luminescence, 60 min; Potency, µM (titrated, usually from 57.5 µM), inactives show top-dose activity change, negative = inhibition, hits mostly inhibitors; 380,000 compounds, 0.043% hits; AID 602233, 2012; also: % is scaled to controls: 0 for no effect and ±100 for the full control effect; nearly all actives have a fitted effect of over 60% in size
#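 Recombinant glycosomal PGK reaction used 1,3-bisphosphoglycerate generated in-well by GAPDH (100nM final) in 100mM TEA pH 7.6, 5mM MgCl2, 0.01% Tween-20. After 60 minutes at room temperature, ATP was read by Kinase-Glo Plus luminescence end-point.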
# HP1b binding inh: HTS for Inhibitors of HP1-beta Chromodomain Interactions with Methylated Histone Tails; Chromobox protein homolog 1 (Homo sapiens), P83916; AlphaScreen HP1-beta / biotin-H3K9me3 peptide binding; Potency, µM (top dose mostly 114 µM), for the others: top-dose activity change, negative = inhibition, most hits filed as inhibitors; 390,000 compounds, 0.56% hits; AID 540317, 2011; also: nearly all actives have a fitted effect of over 70% in size; inactives centre near 23
# Target sequence (P83916 whole entry, looked up): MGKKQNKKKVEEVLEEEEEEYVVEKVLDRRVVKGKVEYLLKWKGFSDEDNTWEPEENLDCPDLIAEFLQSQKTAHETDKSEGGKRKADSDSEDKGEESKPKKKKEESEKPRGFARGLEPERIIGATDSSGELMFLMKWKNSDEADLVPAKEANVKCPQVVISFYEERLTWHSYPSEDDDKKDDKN
#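 Compound inhibition of the preformed complex between 50 nM HP1-beta and 50 nM biotinylated H3K9me3 peptide was read by AlphaScreen. Buffer was PBS pH 7.4 with 0.01% Tween-20. Incubations ran 30 min at room temperature, with 10 ug/mL donor/acceptor beads.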
# RGS4 inh: Inhibitors of Regulator of G Protein Signaling (RGS) 4: qHTS; Transcreener GDP fluorescence polarization, RGS4-accelerated GTP hydrolysis; Potency, µM (doses to about 114 µM), inactives show top-dose activity change, negative = inhibition, actives largely listed as inhibitors; 390,000 compounds, 0.039% hits; also: % is scaled to controls: 0 for no effect and ±100 for the full control effect; nearly all actives have a fitted effect of over 75% in size; some results filed as inactive show a strong effect at the top dose
#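 MLSMR compounds (23 nl, pin-transferred) preincubated 10 min at room temperature with a 500nM (2x) first reagent, then RGS4 at 900nM (2x) plus Transcreener GDP mix added; fluorescence polarization (620/688 nm) read before and after 90 min at 30 °C.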
# rTrxR1 inhibitor: qHTS Assay for Inhibitors of Mammalian Selenoprotein Thioredoxin Reductase 1 (TrxR1): qHTS; AID 588453, 2011; Thioredoxin reductase 1, cytoplasmic (Rattus norvegicus), O89049; 390,000 compounds, 1% hits; recombinant rTrxR1, NADPH fluorescence consumption, selenite substrate; Potency, µM (titrated, usually from 114 µM), for the others: at the highest dose activity change, negative = inhibition, most hits filed as inhibitors; also: % is scaled to controls: 0 for no effect and ±100 for the full control effect; nearly all actives have a fitted effect of over 65% in size
#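 Rat TrxR1 (90 nM in the dispensed reagent) was pre-reduced with 400 uM NADPH for 5 min at room temperature, then incubated with compound for 15 min. After 400 uM selenite was added, NADPH fluorescence (Ex 340/Em 450 nm) was followed for 8 min.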
# ERG-DNA inh: qHTS for Small Molecule Inhibitors of the ERG Ets/DNA interaction; Transcriptional regulator ERG (Homo sapiens), P11308; 370,000 compounds, 0.028% hits; Potency, µM (top dose mostly 76.9 µM), inactives show top-dose FP activity, negative = inhibition, most hits filed as inhibitors; AID 624246, 2012; fluorescence polarization, His-ERG Ets domain / labelled DNA; active = well fitted inhibition curve with a large enough effect in the polarisation, with a control signal flat; inconclusive = small, poorly fitted or top-dose-only effect, or effect the other way, or a change in a side signal; inactive = no such curve, though single readings can be large or run the other way; the % refers to the polarisation;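 also: polarization taken with two DNA probes labelled with fluorescein and Texas red; % of control where 0% means no effect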
#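 His-tagged ERG Ets domain (1 uM in the protein solution; 300mM KCl, 50mM Tris-HCl, 1mM EDTA, 1mM DTT, pH 7.5) received compound, then a probe mix of 5 nM fluorescein-DNA and 100nM Texas-615-DNA. Fluorescence polarization was read for both dyes.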
# JMJD2A Tudor: qHTS Assay for Inhibitors of JMJD2A-Tudor Domain; Lysine-specific demethylase 4A (Homo sapiens), O75164; AlphaScreen JMJD2A-Tudor / H3K4me3 peptide binding; Potency, µM (top dose mostly 114 µM), for the others: at the highest dose activity change, negative = inhibition, hits mostly inhibitors; 390,000 compounds, 4.4% hits; AID 504339, 2011; also: % is scaled to controls: 0 for no effect and ±100 for the full control effect; nearly all actives have a fitted effect of over 50% in size
# * = called active by the depositor; i = inactive; u = inconclusive; x = no result given; & = joins results of further samples; [ ] = dose if it differs, or a comment. Unless noted, calls follow the shape of the dose curve; as a rule, active = well fitted curve in the direction sought with a large enough effect; inconclusive = small, poorly fitted or top-dose-only effect, or another doubt; inactive = no such curve, though single readings can be large; an effect the other way counts as inactive or inconclusive. Potency is read from the fitted curve at half-maximal effect. These rows are one share of the data. The share of hits here may be higher or lower than overall.
SMILES,12-LOX inh,GLS inh,Pin1 inh,Tb PGK inh,HP1b binding inh,RGS4 inh,rTrxR1 inhibitor,ERG-DNA inh,JMJD2A Tudor
COc1cc2ncnc(NCc3cccc(Cl)c3)c2cc1OC,-20%,3%,2%,6%,29%,5%,18%,-1%,-4%
COc1ccc(N2CCN(C(=O)c3ccc(C)cc3Cl)CC2)cc1,u,77%[activator],1%,-4%,-17%,4%,6%,x,-30%
O=C(CCn1c2c(c3ccccc31)CCCC2)NNC(=O)c1ccc([N+](=O)[O-])cc1,-16%,5%,2%,i,-5%,-39%,9%[57.1 µM],-3%,-32%
Cc1ccc(CN2C(=O)CCC2C(=O)NC2CC2)cc1 (stereo unspecified),0%,7%,3%,i,25%,4%,12%,-2%,7%
CN(C)C=NC(=O)c1ccc([N+](=O)[O-])c(CS(=O)(=O)c2ccc(Cl)cc2)c1,-1%,-8%,4%,-1%,27%,-6%,-13%,-29%,-21%
CSCC[C@@H](C(=O)NCCCCCCCCCCC(=O)N1CCNCC1)n1cc(CCO)nn1,-2%,5%,-4%,5%,18%,16%,5%,-2%,-18%
N/C(=N\N=C\c1ccnc2ccccc12)SC1CC(=O)N(c2ccc(Br)cc2)C1=O (stereo unspecified),1%,16%,30%,5%,38%,u,-11%,7%,-8%
O=c1c(/C=N/Nc2ccccc2)c(Sc2nnnn2-c2ccccc2)nc2ccccn12,-27%,8%,u,1%,9%,7%,u,-15%,-15%
S=c1[nH]nc(-c2ccccc2)n1/N=C/C=C/c1ccco1,40µM*,u,-2%,1%,-19%,-46%,-34%,4%,20µM*
COc1ccccc1C(=O)Nc1cccc(C(=O)OCc2cc(=O)n3ccsc3n2)c1,-28%,-9%,1%,i,44%,8%,2%[57.1 µM],0%,-30%
O=C(NCc1ccc2c(c1)OCO2)c1ccc2c(c1)N(Cc1ccccc1F)C(=O)c1ccccc1S2,-24%,2%,31%[activator],9%,25%,-14%,29%[57.1 µM],-4%,-21%
CC(=O)Nc1ccc(NC(C)=O)s1,u,30%,-1%,3%,-2%,22%[11.4 µM],-12%,8%,11%[11.4 µM]

# Limited to 12-LOX inh, rTrxR1 inhibitor and GLS inh, for two of the compounds above:
Compound,12-LOX inh,rTrxR1 inhibitor,GLS inh
O=c1c(/C=N/Nc2ccccc2)c(Sc2nnnn2-c2ccccc2)nc2ccccn12,-27%,u,8%
S=c1[nH]nc(-c2ccccc2)n1/N=C/C=C/c1ccco1,40µM*,-34%,u

# Following part
SMILES,12-LOX inh,GLS inh,Pin1 inh,Tb PGK inh,HP1b binding inh,RGS4 inh,rTrxR1 inhibitor,ERG-DNA inh,JMJD2A Tudor
CCCC(=O)N1CCN(c2nc3ccc(F)cc3s2)CC1,-25%,0%,-5%,-3%,17%,26%,26%[57.1 µM],-2%,3%
COc1ccc(-c2cn(-c3ccc(OC)cc3)c(=S)[nH]2)cc1,25µM*,u,u,i,u,-32%,-14%[57.1 µM],10%,u
CCn1c(SC)nnc1-c1nnc(SC)n1CC,3%,0%,-1%,-3%,46%[activator],-34%,21%,12%,4%
CC1(C)CC(=O)C(C=Nc2ccc(O)c(N=CC3=C(O)CC(C)(C)CC3=O)c2)=C(O)C1,-4%,14%,17%,1%,43%[activator],-12%[11.4 µM],7%,11%,-27%
Cc1c(C#N)c(NC(=O)C(C)C)n(Cc2ccccc2)c1C,1%,5%,1%,-5%,27%,7%,12%,-10%,3%
Cc1ccc(N2CC(NC(=O)C3CCCC3)CC2=O)cc1 (stereo unspecified),-18%,7%,-2%,i,24%,0%,10%[57.1 µM],1%,-16%
COc1cccc(CC(=O)Nc2cccc3ccccc23)c1,0%,4%,2%,i,-4%,-9%,9%,2%,-13%
Cc1ccc(C)c(N2CCN(S(=O)(=O)c3cc(Br)cc4c3N(C(=O)C3CC3)CC4)CC2)c1,-19%,-3%,3%,-9%,39%[activator],3%,4%,-7%,-12%
CC1C/C(=C/c2ccncc2)C(=O)/C(=C/c2ccncc2)C1 (stereo unspecified),-11%,-17%,0%,-3%,34%,u,14µM*,-1%,-13%
Cc1cc(C)n2nc(C(=O)OCC(=O)NC(=O)c3ccccc3)nc2n1,-9%,-6%,-8%,-7%,28%,3%,17%[57.1 µM],-6%,5%
CN(C(=O)COC(=O)CSc1ccc([N+](=O)[O-])cc1)c1ccccc1,u,19%,-12%,i,u,u,-4%,x,79µM*
COCc1nnc(NC(=O)CCCCCN2C(=O)c3ccccc3C2=O)s1,-17%,1%,15%,i,38%,-16%,-9%,9%,-15%
Cc1ccc(C(=O)COC(=O)c2ccc(Cl)c(N)c2)s1,i,-3%,25%,-8%,36%[activator],-22%,-20%,-5%,-8%
N#CC1=C(N2CCOCC2)/C(=C\c2ccccc2)CC1,-1%,0%,3%,-6%,107%[activator],-24%,-1%,-2%,44%[activator]
Cc1ccc(C(=O)c2cc3c(cc2[N+](=O)[O-])OCCO3)cc1,-19%,9%,-9%,-5%,-18%,1%,2%[57.1 µM],11%,u
CN1CCCN(S(=O)(=O)c2ccc(Cl)c(Cl)c2)CC1,1%,-9%,-7%,-2%,16%,2%,18%,3%,-29%
CN1C(=O)C(C)(C)c2cc(S(=O)(=O)N(C)Cc3ccccc3)ccc21,15%,-1%,0%,0%,23%,15%,-5%[57.1 µM],9%,-15%
CC(C)c1ccc(NC(=O)C2CC2c2ccccc2)cc1 (stereo unspecified),u,-1%,-5%,0%,41%[activator],-8%,4%,4%,-10%
CCO[C@H]1OC(C(=O)N2CCOCC2)=C[C@@H](c2ccc3c(c2)OCO3)[C@@H]1CCCO,-24%,-3%,6%,-2%,42%[activator],-5%,1%,11%,-16%
COc1cc([N+](=O)[O-])ccc1-c1ccc(/C=N/NC(=O)OC(C)(C)C)o1,u,2%,u,-10%,-11%,-21%,-3%,-14%,-12%
Cc1cc(Br)ccc1NC(=S)Nc1cccc([N+](=O)[O-])c1,u,2%,7%,i,-19%,u,u,x,-35%
CN(C)C(=O)CSc1ccc(S(=O)(=O)N2CCCC2)cn1,-19%,1%,u,4%,26%,7%,10%,-3%,-3%
CCCCNC(=S)N1CCn2cccc2C1c1ccc(F)cc1 (stereo unspecified),u,1%,0%,10%,-5%,2%,-2%[57.1 µM],-2%,-16%
COc1cccc(N2C(=NC(=O)CCC3CCCC3)SC3CS(=O)(=O)CC32)c1 (stereo unspecified),2%,-25%,7%,-4%,48%[activator],-4%,2%,5%,4%
N#CC1=C(SCc2ccccc2)NC(=O)C(C#N)C12CCCC2 (stereo unspecified),u,18%,-2%,3%,41%[activator],0%,-1%[57.1 µM],1%,-10%
CC1=C(C(=O)N(C)C)C(c2cccc(Cl)c2)NC(=O)N1 (stereo unspecified),126%[activator],-5%,u,i,24%,-21%,-22%,13%,-6%
CCN(CCO)C(=O)c1ccc2nc(Cc3cccc(Cl)c3)oc2c1,24%,-7%,-1%,-11%,30%,-27%,25%,-10%,-2%
CC(C)[C@H](NC(=O)N1CCn2c1nc1ccccc12)C(=O)N[C@H](Cc1ccccc1)C(=O)O,19%,3%,u,i,52%[activator],-3%,-4%,6%,-18%
CN(CC(=O)Nc1ccccc1Cl)C(=O)c1cccc(S(=O)(=O)N2CCN(Cc3ccccc3)CC2)c1,-3%,-5%,2%,-7%,27%,-28%,9%,-8%,-27%
CCCCN(C(=O)c1cc(-c2ccco2)nc2ccccc12)c1c(N)n(CCC)c(=O)[nH]c1=O,u,u,u,-6%,2%,-32%,79µM*,-3%,u
CC(=O)C1=C(c2ccccc2)NC(=O)NC1c1cccs1 (stereo unspecified),-21%,-8%,-3%,-2%,24%,-8%,-2%[57.1 µM],3%,-8%
CCNc1nc(NC(C)C)nc(Oc2ccc(=O)n(C)n2)n1,-2%,1%,-8%,-3%,29%,19%,38%,8%,-6%
Cc1ccc(S(=O)(=O)NC(=O)NCCCCNC(=O)NS(=O)(=O)c2ccc(C)cc2)cc1,-12%,-2%,-2%,-6%,76%[activator],-38%[11.4 µM],-1%,-1%,-8%[11.4 µM]
CCCCN1CC[C@H]2C=CC[C@@H](C(=O)NCc3ccc(OC)cc3)[C@H]2C1=O,-8%,-4%,2%,i,33%,-3%,13%&-19%,-6%,0%
CCC(=O)NC(=S)Nc1ccc(NC(=O)COc2ccc(Cl)cc2Cl)cc1,u,1%,20%,-3%,30%,-31%,-12%,3%,-6%
CCC(=O)N1CCN(c2cc(NCC3CCCO3)c(F)cc2[N+](=O)[O-])CC1 (stereo unspecified),-20%,-6%,-14%,-1%,34%,-24%,20%[57.1 µM],4%,-22%
CCOc1cc(S(=O)(=O)Nc2cc(C)cc(C)c2)ccc1Cl,-8%,-6%,4%,i,45%[activator],-1%,15%[57.1 µM],-1%,22%
